AmpC inh no detg = blocks E. coli AmpC beta-lactamase in detergent-free assay; Potency, µM (titrated, usually from 57.1 µM), for the others: top-dose activity change, negative = inhibition, actives largely listed as inhibitors; 330,000 compounds, 0.52% hits; AID 485341; AmpC nitrocefin hydrolysis, absorbance 480 nm, 0.0001% Triton; P00811;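 also: potency is read from the fitted curve at half-maximal effect; plate controls were no compound for no effect and no enzyme for full effect; nearly all actives have a fitted effect of over 20% in size; some results filed as inactive show a strong effect at the top dose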
Target sequence (P00811 whole entry, looked up): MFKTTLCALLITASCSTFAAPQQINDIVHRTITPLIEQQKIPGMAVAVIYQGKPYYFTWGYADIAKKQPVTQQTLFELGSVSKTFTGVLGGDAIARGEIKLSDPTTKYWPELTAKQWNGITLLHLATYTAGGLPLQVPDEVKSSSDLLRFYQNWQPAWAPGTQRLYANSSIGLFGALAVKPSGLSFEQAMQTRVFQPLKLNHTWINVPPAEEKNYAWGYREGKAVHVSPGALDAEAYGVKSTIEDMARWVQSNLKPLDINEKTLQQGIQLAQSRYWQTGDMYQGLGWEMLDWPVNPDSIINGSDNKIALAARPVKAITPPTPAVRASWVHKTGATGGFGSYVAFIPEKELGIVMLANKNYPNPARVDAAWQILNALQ
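AmpC (5.3 nM in the dispensed reagent) in 20 mM phosphate pH 7.0 with 0.01% (detergent screen) or 0.0001% Triton X-100 was preincubated with compounds for 15 min at room temperature. Nitrocefin was then added from an 800 uM solution, and hydrolysis was followed at 480 nm.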
HCMV inh = blocks human cytomegalovirus replication. HFF cells, HCMV-luciferase reporter, 72 h; stronger effect = lower value. activity change, negative = inhibition, % at 57.5 µM. 410,000 compounds, 4.5% hits. AID 1259415; in the data active = activity change below about -60%; inconclusive = no clear call, values can overlap the other calls; inactive = above about -39%
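Two-dose cell screen: HFF monolayers treated with compounds and infected with luciferase-expressing HCMV at 1 PFU/cell, 72 h at 37C, then lysed for luciferase measurement.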
HCV inh = HCV inhibition; Huh7.5.1 HCVcc-Cre infection, luciferase reporter, 44 h; Potency, µM (top dose mostly 41.8 µM), inactives show at the highest dose activity change, negative = inhibition, usual class: inhibitors; 340,000 compounds, 3.4% hits; also: potency is read from the fitted curve at half-maximal effect
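A cell-based infection assay in which seeded cells (1,000 per well) receive test compound after 4 h, are inoculated with HCVcc-Cre at approximately 0.5 moi, and are incubated 44 h before luminescence detection.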
Giardia FBPA inh = Giardia lamblia aldolase inhibition | 290,000 compounds, 0.71% hits | Potency, µM (titrated, usually from 59.6 µM), inactives show at the highest dose activity, negative = inhibition, usual class: inhibitors | A8B2U2 | purified Giardia FBPA; also: potency is read from the fitted curve at half-maximal effect; nearly all actives have a fitted effect of over 55% in size
Target sequence (A8B2U2 whole entry, looked up): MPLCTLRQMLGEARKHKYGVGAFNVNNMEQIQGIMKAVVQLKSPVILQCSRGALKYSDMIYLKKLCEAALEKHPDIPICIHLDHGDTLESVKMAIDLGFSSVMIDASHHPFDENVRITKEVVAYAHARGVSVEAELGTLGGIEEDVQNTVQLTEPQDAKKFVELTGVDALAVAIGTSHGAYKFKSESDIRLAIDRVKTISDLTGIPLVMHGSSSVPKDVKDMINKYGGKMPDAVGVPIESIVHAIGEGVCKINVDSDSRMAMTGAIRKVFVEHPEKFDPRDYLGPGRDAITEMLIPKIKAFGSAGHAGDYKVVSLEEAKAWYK
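40 nM FBPA preincubated 10 min at RT with compound (up to 57.5 uM final), then substrate plus GAPDH/TPI/NAD/arsenate coupling and diaphorase/resazurin added. Fluorescence read after 20 min at RT, 525/598 nm.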
AmpC inh detg = AmpC beta-lactamase inhibition with detergent present. 370,000 compounds, 0.041% hits. AmpC hydrolysis of nitrocefin, absorbance 480 nm, 0.01% Triton. Potency, µM (doses to about 114 µM), without a hit: at the highest dose activity change, negative = inhibition, most hits filed as inhibitors. P00811. AID 485294;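 also: potency is read from the fitted curve at half-maximal effect; 0% = no-compound wells and -100% = no-enzyme wells; nearly all actives have a fitted effect of over 25% in size; some results filed as inactive show a strong effect at the top dose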
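AmpC (5.3 nM in the dispensed reagent) in 20 mM phosphate pH 7.0 with 0.01% (detergent screen) or 0.0001% Triton X-100 was preincubated with compounds for 15 min at room temperature. Nitrocefin was then added from an 800 uM solution, and hydrolysis was followed at 480 nm.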
Sm TGR block = inhibitors of Schistosoma mansoni thioredoxin glutathione reductase | purified TGR, DTNB reduction, TNB absorbance 405 nm | Potency, µM (top dose mostly 114 µM), inactives show at the highest dose activity change, negative = inhibition, most hits filed as inhibitors | 360,000 compounds, 3% hits | AID 485364; also: potency is read from the fitted curve at half-maximal effect; nearly all actives have a fitted effect of over 60% in size
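TGR 20 nM + NADPH 100 uM (dispensed conc.), cpd preinc 15 min RT; start with NADPH (500 uM addition) then DTNB (15 mM addition). Kinetic TNB absorbance, 405 nm filter. Four-parameter Hill fit across titration.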
An asterisk follows results filed as active; u = inconclusive; x = no result given; [ ] = dose if it differs, or a comment. Unless noted, calls follow the shape of the dose curve; as a rule, active = well fitted curve in the direction sought with a large enough effect; inconclusive = small, poorly fitted or top-dose-only effect, or another doubt; inactive = no such curve, though single readings can be large; an effect the other way counts as inactive or inconclusive. Unless noted, % is scaled to controls: 0 for no effect and ±100 for the full control effect.

Every second line gives: AmpC inh no detg, HCMV inh, HCV inh, Giardia FBPA inh, AmpC inh detg, Sm TGR block
O=C(NCC(=O)N(c1ccccc1F)C(C(=O)NC1CCCC1)c1ccco1)c1ccco1 (configuration not stated)
    143%[activator], -16, -4%, -1%, 4%, -9%
C=CCNC(=S)NC(CC(=O)OC)c1ccc2c(c1)OCO2 (configuration not stated)
    -17%, -4, 3%, 1%, 1%, 21%
CCOc1ccc(CCNC(=O)C2CC(=O)N(c3ccccc3OCC)C2)cc1OCC (configuration not stated)
    61%[activator], -1, u, x, -16%, 1%
Cc1ccc(OCc2nc(C#N)c(N3CCN(Cc4ccccc4)CC3)o2)cc1
    42%, 16, u, -11%, u, -12%
Cc1cc(C)cc(C(=O)NC(CC(N)=O)c2ccc(NC3CCCCCCCCCCC3)c([N+](=O)[O-])c2)c1 (configuration not stated)
    -26%, 22, -8%, -3%, -10%, -2%
Cn1ccnc1SCC(=O)c1c(N)n(C)c(=O)n(C)c1=O
    -22%, -25, 2%, x, x, x
CCCCNC(=O)c1cc(C)nn1-c1ccccc1
    1%, -31, 6%, 1%, -4%, 0%
CCOc1cccc(C(=O)Nc2cccc(C(=O)NCC(C)C)c2)c1
    -19%, -8, u, 0%, -2%, -16%
CCCNC(=O)c1ccccc1NC(=O)c1ccccc1N(C)S(C)(=O)=O
    -18%, 16, -2%, 0%, 3%, 6%
CCn1ncc(/C=C2/SC(=S)NC2=O)c1C
    -35%, u, 17%, -14%, -5%, -12%
Cc1ccc(-c2ccc(C3C(C#N)=C(N)Oc4n[nH]c(C)c43)o2)cc1 (configuration not stated)
    -37%, 3, 15%, 0%, -6%, -16%
Cn1c(=O)n(C)c2cc(NC(=O)CSc3nc4ccccc4c(=O)[nH]3)ccc21
    -15%, 51, 12%, -22%, u, 6%
COc1cccc(NC(=O)CC(=O)Nc2ccc3nc4n(c(=O)c3c2)CCCCC4)c1
    x, -72*, x, x, 5%, -3%
O=C(NCCN1CCOCC1)N1CCOCC1
    -17%, -16, 17%, 6%, u, 39%[activator]
Cc1noc(C)c1N=Nc1ccc(Br)cc1C(=O)O
    -30%, u, 9%, 6%, u, 1%
Cc1ccsc1C(=O)C1CCCN(Cc2cnc(N3CCOCC3)s2)C1 (configuration not stated)
    67%[activator], -33, u, -11%, 7%, 0%
Cc1ccccc1CNC(=O)C1CCN(c2nnc(N3CCCC3=O)s2)CC1
    -9%, -10, 8%, 8%, -11%, 3%
Fc1ccccc1/C=N/n1cnnc1
    -1%, -9, 21%, 2%, 1%, 3%
Cc1ccc(Cl)cc1Nc1nc2ccccc2n2c(C)nnc12
    x, 3, x, x, 24%, 5%
O=C(c1ccc(-n2cnnn2)cc1)N1CCOCC1
    -3%, 1, 3%, 7%, -9%, -14%
CC(=O)NC(Cc1ccccc1C)C(=O)NC1CCN(c2nnnn2-c2ccccc2)CC1 (configuration not stated)
    63%[activator], -27, -9%, 4%, -14%, 2%
C/C(=N/NC(=O)CC(=O)N/N=C(\C)c1ccc([N+](=O)[O-])cc1)c1ccc([N+](=O)[O-])cc1
    -17%, -10, 2%, -1%, 1%, 4%
O=C(CCCc1nc2ccccc2s1)NC(c1ccccc1)c1ccccc1
    -18%, 11, 16%, -1%, u, -2%
CC(=O)c1nc(N2C(=O)CC(Cc3ccc(C)cc3)C2=O)sc1C (configuration not stated)
    -17%, 112, 1%, -1%, -13%, -4%
Cc1ccc(S(=O)(=O)N2CCN(c3ccccc3)CC2)cc1C(N)=O
    -12%, 1, 5%, 3%, u, 58%[activator]
Cc1ccn2c(-c3n[nH]c(=S)n3C)c(C)nc2c1
    -13%, -13, 27%, u, -10%, 2%
CC(C)C1C(C#N)=C(N)Oc2n[nH]c(-c3cccs3)c21 (configuration not stated)
    -31%, 21, 14%, -21%, u, -13%
COc1ccc(NC(=O)CC2C(=O)N(c3ccc(C)cc3)C(=O)N2CCc2ccccc2)cc1 (configuration not stated)
    x, 3, x, x, 3%, 5%
COc1ccc(C(=O)NCCC2=CCCCC2)cc1OC1CCN(C(C)C)CC1
    31%, 70, -8%, -1%, -1%, 9%
OCCC1CN(Cc2ccsc2)CCN1C1CCCC1 (configuration not stated)
    -6%, -9, 8%, 3%, -6%, -12%

At a glance, part of the list above:
Every second line gives: AmpC inh no detg, HCMV inh, HCV inh, Giardia FBPA inh, AmpC inh detg, Sm TGR block
COc1ccc(NC(=O)CC2C(=O)N(c3ccc(C)cc3)C(=O)N2CCc2ccccc2)cc1 (configuration not stated)
    x, 3, x, x, 3%, 5%
COc1ccc(C(=O)NCCC2=CCCCC2)cc1OC1CCN(C(C)C)CC1
    31%, 70, -8%, -1%, -1%, 9%
OCCC1CN(Cc2ccsc2)CCN1C1CCCC1 (configuration not stated)
    -6%, -9, 8%, 3%, -6%, -12%

Next section
Every second line gives: AmpC inh no detg, HCMV inh, HCV inh, Giardia FBPA inh, AmpC inh detg, Sm TGR block
COc1ccccc1NC(=O)c1ccc2c(c1)nnn2C
    -5%, 24, 15%, 0%, 2%, x
O=C(NCc1cccs1)c1nn(-c2ccccc2F)nc1CO
    x, -66*, x, x, 21%, -2%
CN(C)/C=C/C(=O)c1ccc(S(=O)c2ccccc2)cc1 (configuration not stated)
    -17%, -39, 4%, 7%, -8%, -21%
S=C(Nc1ccc(Cl)cc1)c1nc2ccccc2s1
    -16%, 31, -25%, 7%, -4%, 11%
Cc1cccc(-c2nc3ccccc3c(=O)n2NC(=O)c2cccs2)c1
    -30%, -32, -1%, 10%, u, -5%
Cc1ccc(S(=O)(=O)n2nc(-c3ccc(Cl)cc3)nc2NCc2ccc(F)cc2)cc1
    x, -4, x, x, 20%, 13%
NS(=O)(=O)c1ccccc1NC(=O)c1c(O)c2ccccc2[nH]c1=O
    -32%, 41, 19%, -3%, 1%, 8%
Cn1cc(/C=C2\SC(=S)N(N3CCOCC3)C2=O)c2ccccc21
    -6%, 90, 5%, 3%, -4%, -20%
N#Cc1c[nH]n2c(NC3CCCC3)c(-c3ccc(Cl)cc3)nc12
    x, -20, x, x, 17%, 2%
CCOc1cc(/C=C2\COc3ccccc3C2=O)cc(Br)c1OCC(=O)N(C)C
    193%[activator], -39, u, -9%, -2%, 11µM*
COc1ccc(N2C(=O)NC(=O)/C(=C\c3cn(C)c4ccccc34)C2=O)cc1
    -2%, x, 15%, 9%, -6%, u
COc1cccc(N2C(=O)NC(=O)/C(=C/c3ccc([N+](=O)[O-])s3)C2=O)c1
    -38%, 33, 29%, u, -4%, 7.9µM*
COc1cc(OC)c(C(=O)N2CCN(c3ccccn3)CC2)cc1OC
    4%, 0, 6%, 8%, -1%, -3%
Cc1ccc(C(=O)NCC(c2ccc3c(c2)OCO3)N2CCN(C)CC2)cc1C (configuration not stated)
    x, -19, x, x, -6%, 1%
Cc1nc(NC(=O)C23CCC(C)(C(=O)O2)C3(C)C)sc1C (configuration not stated)
    -16%, -36, 0%, -2%, u, -9%
COc1ccc(N(CC(=O)NCCSCc2ccccc2C)S(=O)(=O)c2ccccc2)cc1
    -4%, u, u, x, 1%, -10%
CCn1c(CC2C(=O)N(C)c3ccccc32)nc2ccccc2c1=O (configuration not stated)
    x, -11, x, x, 16%, 1%
O=C(c1ccc(C(F)(F)F)cc1)C1CCCN(C(=O)CN2CCCC2=O)C1 (configuration not stated)
    117%[activator], -15, 23%, -21%, -3%, 1%
O=c1[nH]c(=O)n(Cc2ccco2)c(O)c1C=NCCCn1ccnc1
    -26%, 38, 4%, 0%, u, -8%
Cc1ccc(CNS(=O)(=O)c2ccc3c(c2)NC(=O)CO3)cc1
    -26%, -14, 1%, 3%, u, -8%
Cc1ccccc1NC(=O)CCl
    -14%, -2, -17%, 1%, 5%, 22µM*
COc1ccc(NC(=O)c2cc(S(=O)(=O)N3CCc4ccccc43)cn2C)c(OC)c1
    2%, x, u, -3%, -9%, 4%
CCc1ccccc1NC(=O)CN(c1ccc(OC)cc1OC)S(=O)(=O)c1ccccc1
    82%, u, -14%, 5%, -13%, 0%
COc1ccc(C(C(=O)NC(C)(C)C)N(Cc2cccnc2)C(=O)CCC(=O)Nc2cc(C)on2)cc1 (configuration not stated)
    19%, 1, 11%, 11%, -2%, 0%
Cc1noc(/C=C/c2cccs2)c1S(=O)(=O)N1CCC(C(=O)NCCCN2CCCC(C)C2)CC1 (configuration not stated)
    214%[activator], -17, u, 8%, 5%, 5%

In the list so far, 5 have fluorine.
Every second line gives: AmpC inh no detg, HCMV inh, HCV inh, Giardia FBPA inh, AmpC inh detg, Sm TGR block
O=C(NCC(=O)N(c1ccccc1F)C(C(=O)NC1CCCC1)c1ccco1)c1ccco1 (configuration not stated)
    143%[activator], -16, -4%, -1%, 4%, -9%
Fc1ccccc1/C=N/n1cnnc1
    -1%, -9, 21%, 2%, 1%, 3%
O=C(NCc1cccs1)c1nn(-c2ccccc2F)nc1CO
    x, -66*, x, x, 21%, -2%
Cc1ccc(S(=O)(=O)n2nc(-c3ccc(Cl)cc3)nc2NCc2ccc(F)cc2)cc1
    x, -4, x, x, 20%, 13%
O=C(c1ccc(C(F)(F)F)cc1)C1CCCN(C(=O)CN2CCCC2=O)C1 (configuration not stated)
    117%[activator], -15, 23%, -21%, -3%, 1%

Source: PubChem
